Compound activity: PubChem, National Center for Advancing Translational Sciences (NCATS)
A549 tox – A549 cytotoxicity, counter-screen for Nrf2 inhibitors | A549 ARE-Fluc cells, CellTiter-Fluor viability, 18-24 h | Potency, µM (series often up to 46 µM), for inactives: at the highest dose activity change, negative = cytotoxicity, most hits filed as inhibitors | 0.16% of 390,000 active | AID 504648; note: potency is the fitted concentration of half-maximal effect; % is set by controls: 0 for no effect and ±100 for the full control effect
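A549 ARE-Fluc cells in 5% FBS OPTI-MEM, 5000 cells/well, rested 2 h then exposed to compounds in concentration-response for 18-24 h at 37 °C. Viability by CellTiter-Fluor fluorescence (Ex 405/Em 525) after 30 min; luciferase luminescence (BugLite, 15 min, RT) read afterwards.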
TGFb inhibitor – TGF-b pathway inhibition | HepG2 CAGA-GFP TGF-b/SMAD3 reporter, GFP fluorescence, 18 h; TGF-beta stimulated, 500 pg/mL final | Potency, µM (top dose mostly 46.1 µM), for inactives: at the top dose activity, negative = inhibition, actives largely listed as inhibitors | 1.2% of 410,000 active | AID 588855; note: potency is the fitted concentration of half-maximal effect; % is set by controls: 0 for no effect and ±100 for the full control effect; nearly all actives have a fitted effect of over 65% in size
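HEPG2 CAGA-GFP, 1000 cells/well; 2 h settle, 37 C; cpd via pin tool; TGF-b 500 pg/mL final; 18 h, 37 C; GFP imaging ex488/em500-530; %Activity normalised to -TGF-b and +DMSO controls; CRC fit, curve class.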
Nrf2 inh – blocks Nrf2 signaling | A549 ARE-Fluc reporter, luciferase luminescence, 18-24 h | Potency, µM (top dose mostly 46 µM), for inactives: at the highest dose activity change, negative = inhibition, actives largely listed as inhibitors | 2.1% of 360,000 active | AID 504444; note: potency is the fitted concentration of half-maximal effect; % is set by controls: 0 for no effect and ±100 for the full control effect; nearly all actives have a fitted effect of over 60% in size
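Concentration-response testing used A549 ARE_Fluc cells at 5000 cells/well. Following an 18-24 h compound incubation, viability was read by fluorescence (Ex 405/Em 525) and luciferase output by luminescence.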
ATXN2 expr inh – reduces ATXN2 reporter expression in HEK-293 cells | HEK-293 ATXN2-luciferase reporter, luminescence, 24 h | Potency, µM (doses to about 57 µM), for inactives: top-dose activity change, negative = inhibition, most hits filed as inhibitors | 0.72% of 360,000 active; note: potency is the fitted concentration of half-maximal effect; % is set by controls: 0 for no effect and ±100 for the full control effect; nearly all actives have a fitted effect of over 55% in size
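ATXN2-luciferase reporter cells (luciferase flanked by upstream and downstream ATXN2 gene portions) were treated 24 h at 37 °C with compounds at up to 57 uM. SteadyGlo luminescence gave expression; GF-AFC fluorescence gave viability.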
IL-1B inflam inh – inhibitors of inflammasome signaling (IL-1 beta secretion) | 4.7% of 360,000 active | THP-1 LPS/ATP IL-1B secretion, AlphaLISA, 16 h; hits give low values | activity change, % at 57.5 µM | AID 743279; in the data active = activity change below about -50%; inconclusive = mostly about -30% to -49%; note: % is set by controls: 0 for no effect and ±100 for the full control effect
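Secreted IL-1B measured by AlphaLISA bead assay after 16 h compound exposure of THP-1 cells; compounds (final up to 57.5 uM) added 1 h before LPS (250 ng/mL) and ATP (1.25 mM) stimulation; lower signal means less secretion.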
HepG2 viability – counter-screen for TGF-b inhibitors: cytotoxicity in HepG2 cells. HepG2 CAGA-GFP viability, ATP luminescence, 18 h. Potency, µM (doses to about 46.1 µM), inactives show at the top dose activity change, negative = cytotoxicity, hits mostly cytotoxic. 0.76% of 410,000 active. AID 588856; note: potency is the fitted concentration of half-maximal effect; some results filed as inactive show a strong effect at the top dose
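CellTiter-Glo luminescence gave cytotoxicity after 18 hours at 37 degrees C. The cells were HepG2 CAGA-GFP in 1% FBS DMEM, stimulated with 500 pg/mL TGF-beta after compound addition. %Activity was normalised to no-cell wells (complete cell-killing) and DMSO (no toxicity), and curves were fitted and classified.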
MCF10A rerep – inducers of DNA re-replication in MCF 10A breast cells; AID 624296; Potency, µM (highest dose often 46.1 µM), without a hit: at the top dose activity, positive = re-replication, usual class: activators; 2.9% of 350,000 active; MCF 10A DNA re-replication, Hoechst nuclear intensity, 48 h; note: potency is the fitted concentration of half-maximal effect; % of control where 0% means no effect; nearly all actives have a fitted effect of over 50% in size
ATXN viability – cell viability loss in ATXN counter-screen; S2 cells (HEK-293 line with an ATXN2-luciferase reporter) viability, CellTiter-Fluor protease fluorescence, 24 h; Potency, µM (series often up to 56.7 µM), usual class: cytotoxic; 0.49% of 400,000 active; AID 651635; note: potency is the fitted concentration of half-maximal effect; nearly all actives have a fitted effect of over 40% in size
Nrf2 activator – Nrf2 pathway activation | AREc32 ARE-luciferase reporter (MCF7-derived line), luminescence, 24 h | Potency, µM (top dose mostly 46.1 µM), for inactives: at the highest dose activation, most hits filed as activators | 0.31% of 410,000 active; note: potency is the fitted concentration of half-maximal effect; % of control where 0% means no effect; nearly all actives have a fitted effect of over 65% in size
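Cells of the AREc32 ARE-luciferase line are plated in OPTI-MEM containing 5% FBS and left overnight at 37 deg C. Compounds are pinned in, incubation continues 24 hr, and firefly luciferase signal is then measured.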
* marks the source's active call; other numbers are inactive results; i = inactive; ? = inconclusive; · = no result given; & = joins results of further samples; [ ] = another dose, or the depositor's remark. Unless noted, calls come from the whole dose curve; as a rule, active = well fitted curve in the direction sought with a large enough effect; inconclusive = small, poorly fitted or top-dose-only effect, or another doubt; inactive = no such curve, though single readings can be large; an effect the other way counts as inactive or inconclusive.

SMILES	A549 tox	TGFb inhibitor	Nrf2 inh	ATXN2 expr inh	IL-1B inflam inh	HepG2 viability	MCF10A rerep	ATXN viability	Nrf2 activator
CC(CCOC1=NS(=O)(=O)c2ccccc21)NC(=O)C(=O)Nc1ccccc1 (stereo unspecified)	0%	1%	-26%	·	16	-3%	-3%	i	0.7%
Cc1cccc2c(SCC(N)=O)nc(-c3ccccc3)nc12	-3%	7%	4%	·	-5	-3%	-2%	·	0.4%
Cc1cccc(N2CCN(C(=O)c3oc(=O)c4ccccc4c3-c3ccccc3)CC2)c1C	3%	0%	-3%	-1%	·	-24%	·	i	-1.1%
COc1cc(NC(=S)N2CCN(C/C=C/c3ccccc3)CC2)cc(OC)c1	19%	-41%	1%	-22%	-22	-6%	-4%	i	2.2%
CCC(C)NC(=O)c1cc2c(=O)[nH]c3ccc(C)cc3c2s1 (stereo unspecified)	-1%	11%	?	-14%	-53*	-10%	5%	i	0.3%
Cc1ccc(NC(=O)CSCC#N)cc1Cl	1%	21%	-24%	-24%	?	-16%	5%	i	0.2%
COc1cccc(NC(=O)c2sc(NC(=O)c3ccncc3)nc2C)c1	0%	-26%	12µM*	·	74	-23%	4%	i	-0.5%
CC(=O)/C(C=Nc1noc(C)c1Br)=C(\C)O	1%	0%	6%	·	0	-3%	-1%	i	-0.3%
Cc1cc(C)n(CC(=O)NC2CCCc3c2cnn3-c2ccccc2F)n1 (stereo unspecified)	7%	4%	-16%	-10%	16	6%	2%	i	0.3%
CCOCCCNC(=S)N1CCCC(c2nc3ccc(C)cc3[nH]2)C1 (stereo unspecified)	0%	?	?	·	9	-3%	14%	i	-0.5%
CC1(C)COC(=S)N1CCC#N	1%	4%	7%	0%	3	-1%	-1%	?	-0.2%
COc1ccc(Nc2nc(N)c([N+](=O)[O-])c(NCc3ccccc3)n2)cc1	-5%	-16%	0%	·	36	-23%	2%	i	9.5%
COC(=O)Cn1cc(S(=O)(=O)NCc2ccc(C)cc2)c2cc([N+](=O)[O-])ccc21	3%	5%	5%	-9%	2	3%	4%	i	0.1%
C1CCN=C(Nc2nc3c(s2)CCCC3)CC1	-7%	-6%	?	54%[activator]	9	-13%	-6%	i	2.6%
CCC(=O)NC(=S)Nc1ccc(NC(=O)COc2ccccc2)cc1	3%	?	13%	19%	0	-6%	2%	i	0.0%
CC(C)(C)OC(=O)N1CCC[C@H]1c1nnc(SCc2ccc(Cl)cc2Cl)o1	29%	?	·	-11%	?	-5%	?	i	5.3%
O=C(Cn1cnc2c(OCc3ccccc3)ncnc21)NCC1CCCO1 (stereo unspecified)	-6%	5%	3%	10%	34	3%	-3%	i	0.1%
Cn1c(=O)c2c(ncn2CC(=O)N(Cc2ccccc2)c2ccccn2)n(C)c1=O	14%	-3%	-9%	3%	12	-2%	21%	i	-0.5%
Cc1ccsc1C(=O)NCc1ccccc1Cl	2%	11%	?	-17%	-18	-6%	13%	i	0.2%
Cc1ccccc1C(=O)Nc1ccc(C(=O)N/N=C/c2ccc(O)cc2)cc1	?	6%	?	-21%	-99*	-29%	?	i	-0.7%
CC(C)c1ccc2c(c1)CCC1C(C)(CN)CCCC21C (stereo unspecified)	14%	?	12%	35µM*	-99*	11µM*	16µM*	·	-2.3%
COc1ccc(N(C)C(=O)c2cn(C)c(=O)c3cc(OC)c(OC)cc23)cc1	-2%&1%	0%&-18%	5%	-14%&-11%	14	2%&24%	0%	i	3.5%&2.4%
O=C(CSc1nnc(CNC(=O)c2ccco2)o1)Nc1ccc(F)cc1	1%	-27%	9%	-11%	2	-6%	-1%	i	-0.7%
CCCn1c(NC(=O)c2ccccc2Br)nc2ccccc21	-14%	?	-1%	-21%	5	-46%	?	i	6.3%
O=C(CCNC(=O)N1CCn2c1nc1ccccc12)NCc1ccccc1Cl	-10%	-3%	-11%	-11%	?	-37%	-1%	i	0.2%
CC(=NCCCn1ccnc1)c1c(-c2ccccc2)[nH]n(-c2nc3ccccc3s2)c1=O	-6%	7%	4%	-21%	-2	-20%	?	i	1.9%
Cc1cc(C2(c3ccc(O)c(C)c3)OC(=O)c3ccccc32)ccc1O	-3%	?	10%	-1%	0	6%	?	i	3.4%
COCCC(=O)N1CCOCC1c1cc(C(=O)Nc2ccccc2)no1 (stereo unspecified)	·	4%	·	11%	0	-1%	·	i	0.2%
C=CCOn1c(=O)c(C)[n+]([O-])c2ccccc21	-6%	13%	?	3%	8	13%	-5%	i	0.0%
Cc1noc(C)c1S(=O)(=O)Nc1cccc(CO)c1	-1%	-1%	10%	-7%	0	-8%	-34%[inhibitor]	i	-0.3%
CCCN1C(=O)/C(=c2\sc3nc(=O)c(Cc4ccc(C)cc4)nn3c2=O)c2ccccc21	5%	-3%	14%	-10%	?	-7%	-9%	i	0.5%
O=C(COC(=O)c1ccncc1)Nc1cc(S(=O)(=O)N2CCOCC2)ccc1Cl	3%	0%	19%	1%	9	3%	-6%	i	-1.4%
Cc1ccc(Nc2nc(-c3ccncc3)cs2)cc1	8%	-10%	?	60%[activator][11.3 µM]	-4	-38%	?	·	13%
COc1ccc(Br)cc1CNC(=O)C1CCCCN1S(=O)(=O)c1ccc(F)cc1 (stereo unspecified)	-4%	?	?	-16%	·	-22%	·	i	2.6%
CCOC(=O)c1ccc(-c2ccc(/C=C(\C#N)C(=O)Nc3cccc(C)c3)o2)cc1	6%	-5%	·	9%	·	-30%	·	i	-0.2%
Cc1ccc(C(=O)OCCn2cc(C#N)c(=O)[nH]c2=O)cc1	1%	-5%	-8%	6%	-7	-8%	0%	i	-0.7%
CCN1C(=O)[C@H]2[C@@H](c3ccc(-c4ccc(OC)cc4)c(OC)c3)N[C@@](Cc3ccccc3)(C(=O)OC)[C@H]2C1=O	-2%	-1%	-10%	10%	-16	-24%	?	i	4.3%
Cn1c(SCc2cccnc2)nnc1-c1c[nH]c2ccccc12	3%	-2%	11%	10%	0	2%	8%	i	3.9%
CCc1nnc2cccc(Cl)n12	-7%	8%	-9%	·	-5	-50%	-10%	?	-0.7%
CCN(C(=O)COC(=O)CCc1ccccc1)c1ccccc1	2%	-2%	-5%	3%	11	2%	-2%	i	4.8%

Entries of single compounds as entered above. Screens in order: A549 tox	TGFb inhibitor	Nrf2 inh	ATXN2 expr inh	IL-1B inflam inh	HepG2 viability	MCF10A rerep	ATXN viability	Nrf2 activator
Shown for O=C(COC(=O)c1ccncc1)Nc1cc(S(=O)(=O)N2CCOCC2)ccc1Cl : 3%	0%	19%	1%	9	3%	-6%	i	-1.4%
Shown for CC(C)c1ccc2c(c1)CCC1C(C)(CN)CCCC21C (stereo unspecified) : 14%	?	12%	35µM*	-99*	11µM*	16µM*	·	-2.3%

Further compounds follow:
SMILES	A549 tox	TGFb inhibitor	Nrf2 inh	ATXN2 expr inh	IL-1B inflam inh	HepG2 viability	MCF10A rerep	ATXN viability	Nrf2 activator
Cn1c(=O)n(C)c2cc([N+](=O)[O-])c(N3CCN(C(=O)c4cccc(F)c4)CC3)cc21	-10%	8%	9.2µM*	4%	-20	-23%	-4%	i	5.7%
Cc1cc(C)n(CCc2nc3c4ccccc4nc(N4CCN(c5ccc(F)cc5)CC4)n3n2)n1	-2%	-12%	-16%	2%	·	5%	·	i	-0.5%
COc1ccc2c(c1)C(=O)N1[C@H]3c4cc(Cl)ccc4OC[C@@H]3[C@H](c3ccccc3)[C@]1(C)C(=O)N2	-8%	1%	5%	-17%	?	-19%	?	i	-2.3%
CCOCCCNC(=O)CN1C(=O)C(CC)Oc2ccccc21 (stereo unspecified)	-6%	5%	-8%	4%	0	5%	-5%	i	0.3%
CCOc1ccccc1NC(=O)C1CCCCN1S(=O)(=O)c1ccccc1 (stereo unspecified)	-3%	0%	-8%	-11%	-5	5%	14%	?	2.7%
CC(C)CCNC(=O)C1CCN(c2nc3ccc(Cl)cc3[nH]2)CC1	-12%	0%	·	·	·	-19%	·	·	4.2%
CC(=O)N1CCN=C1SCc1ccccc1	2%	2%	13%	9%	-5	6%	-6%	i	0.2%
CC(C)c1ccc(NC(=O)c2n[nH]c(=O)c3ccccc23)cc1	-10%	9%	?	54%[activator]	-10	0%	0%	i	6.6%
N#Cc1c(NC(=O)C2CC2)sc2c1CCCCC2	3%	7%	17%	47%[activator]	-3	-37%	?	i	5.8%
CCc1ccc(NC(=O)c2ccc(F)c(S(=O)(=O)N3CCc4ccccc4C3)c2)cc1	-5%	-16%	·	·	·	-21%	·	·	-0.6%
C#CCOCCOCCOCCNc1nc(N2CCN(C(=O)[C@H](CC(N)=O)n3cc(C(N)[C@@H](C)CC)nn3)CC2)nc(N2CCN(C(=O)[C@H](CCC(=O)O)n3cc([C@@H](N)CCCCN)nn3)CC2)n1 (stereo partly specified)	3%	12%	9%	-8%	14	14%	14%	i	-1.0%
COc1ccccc1NC(=O)C(=O)NCc1ccccc1Cl	-1%	-1%	-4%	2%	25	-1%	0%	i	-0.8%
c1ccc2sc(SN3CCOCC3)nc2c1	-7%	19%	9%	10%&36%	24	-7%	1%&12%	i	4.0%
CC(C)(C)c1cc2nc(N)nc(N)n2n1	-7%	-1%	5%	-14%	14	-6%	-4%	?	-0.7%
O=C(NCCCN1CCCC1)c1ccc2c(c1)N(Cc1ccccc1F)C(=O)c1ccccc1S2(=O)=O	2%	2%	1%	2%	?	0%	10%	i	-0.5%
O=C(Nc1cc(Cl)cc(Cl)c1)C(NCCO)c1ccccc1 (stereo unspecified)	9%	-4%	13%	0%	4	2%	?	i	-0.1%
COC(=O)C(N)Cc1ccc(OC)c([N+](=O)[O-])c1 (stereo unspecified)	-2%	-1%	2%	-14%	5	43%	-1%	·	-0.1%
